USP2a inh: blocks human ubiquitin-specific protease USP2a; USP2 core, Ub-CHOP2 coupled fluorogenic reporter, 485/531; 330,000 tested, 0.01% active; Potency, µM (doses to about 38.3 µM), inactives show at the top dose activity change, negative = inhibition, most hits filed as inhibitors;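 note: potency is the fitted concentration of half-maximal effect; plate controls were DMSO wells for no effect and full inhibition by NEM control for full effect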
Target sequence (O75604 whole entry, looked up): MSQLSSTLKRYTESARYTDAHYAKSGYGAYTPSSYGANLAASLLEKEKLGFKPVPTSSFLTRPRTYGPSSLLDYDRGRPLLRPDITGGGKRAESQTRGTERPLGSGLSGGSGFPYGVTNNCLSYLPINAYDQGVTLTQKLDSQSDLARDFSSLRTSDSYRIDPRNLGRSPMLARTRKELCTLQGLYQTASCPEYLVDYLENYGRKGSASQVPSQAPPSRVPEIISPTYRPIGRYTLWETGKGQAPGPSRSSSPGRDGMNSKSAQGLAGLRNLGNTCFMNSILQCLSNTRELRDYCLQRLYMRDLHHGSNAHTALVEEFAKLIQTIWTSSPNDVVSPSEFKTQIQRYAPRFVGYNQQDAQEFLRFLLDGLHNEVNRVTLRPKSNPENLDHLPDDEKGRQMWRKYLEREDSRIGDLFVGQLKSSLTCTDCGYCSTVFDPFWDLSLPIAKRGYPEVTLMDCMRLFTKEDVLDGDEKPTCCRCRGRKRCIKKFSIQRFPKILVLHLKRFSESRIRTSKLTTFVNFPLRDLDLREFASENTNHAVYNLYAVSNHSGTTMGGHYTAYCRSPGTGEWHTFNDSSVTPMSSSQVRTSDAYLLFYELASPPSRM
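Deubiquitinase activity read as fluorescence (485/531 nm) after Ub-CHOP2 cleavage activates the enterokinase reporter on its substrate; USP2 core 10nM, Ub-CHOP2 and substrate 25nM each, 30min compound preincubation then 60min RT; data normalized to NEM, curves fitted.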
Eya2 phos inh: inhibitors of human Eya2 phosphatase activity. O00167. recombinant Eya2, OMFP fluorescence dephosphorylation (OMFP is methylfluorescein phosphate). Potency, µM (highest dose often 76.9 µM), without a hit: top-dose activity, negative = inhibition, most hits filed as inhibitors. 330,000 tested, 0.006% active; note: potency is the fitted concentration of half-maximal effect; % is set by controls: 0 for no effect and ±100 for the full control effect
Target sequence (O00167 whole entry, looked up): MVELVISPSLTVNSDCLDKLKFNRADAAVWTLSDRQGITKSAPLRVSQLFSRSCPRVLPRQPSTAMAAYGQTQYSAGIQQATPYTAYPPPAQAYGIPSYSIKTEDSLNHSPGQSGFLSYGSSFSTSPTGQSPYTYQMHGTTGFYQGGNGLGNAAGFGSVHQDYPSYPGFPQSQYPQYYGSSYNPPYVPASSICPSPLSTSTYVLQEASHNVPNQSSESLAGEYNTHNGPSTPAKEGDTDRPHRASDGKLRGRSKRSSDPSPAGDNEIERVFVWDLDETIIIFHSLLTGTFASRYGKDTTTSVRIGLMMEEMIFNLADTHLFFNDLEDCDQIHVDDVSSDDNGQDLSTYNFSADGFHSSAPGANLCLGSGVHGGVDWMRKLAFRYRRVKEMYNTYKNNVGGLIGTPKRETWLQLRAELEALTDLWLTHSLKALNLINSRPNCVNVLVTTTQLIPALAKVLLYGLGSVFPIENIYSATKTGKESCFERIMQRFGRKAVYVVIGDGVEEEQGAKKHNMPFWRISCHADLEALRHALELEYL
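Eya2 (0.2 uM) preincubated 10 min at ambient with compound, then OMFP substrate added at 50 uM; 10 min reaction in 50 mM HEPES pH 7.5, 50 mM NaCl, 5 uM MgCl2, 0.05% BSA, 1 mM DTT. Fluorescence read at Ex 485/Em 525 nm.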
Mito fusion act: inhibitors of mitochondrial division or activators of mitochondrial fusion; S. cerevisiae fusion-defective mutant growth rescue, CellTiterGlo 48 h; Potency, µM (top dose mostly 46.1 µM), inactives show at the top dose growth rescue (activation), actives largely listed as activators; 320,000 tested, 0.23% active; AID 485298;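 note: potency is the fitted concentration of half-maximal effect; % of control where 0% means no effect; nearly all actives have a fitted effect of over 45% in size; temperature-sensitive fusion mutants such as fzo1-1 at 37 °C on non-fermentable ethanol glycerol medium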
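Luminescent cell viability in 1536-well qHTS format served as the measure of rescued growth in ts fusion-mutant S. cerevisiae cultured on non-fermentable YPEG for 48 hours at 37C.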
TSHR antag: antagonists of human thyroid stimulating hormone receptor. P16473. TSHR-expressing cells, TSH-stimulated cAMP HTRF, 2 h; hits give low values. activity change, negative = inhibition, % at 11.5 µM. 330,000 tested, 0.2% active. AID 504810;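 active = activity change below a set negative limit, meaning inhibition stronger than a set level, cut at about -70% in these data; inconclusive = activity change between two set negative limits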; note: % is set by controls: 0 for no effect and ±100 for the full control effect
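Inhibition of cAMP made by TSHR-expressing cells under TSH stimulation (4nM final, EC80; 2 h, 37 deg C) is quantified with a one-step lysis HTRF kit, anti-cAMP cryptate versus cAMP-d2.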
TCR act: activators of T cell receptors | Potency, µM (highest dose often 9.22 µM), for inactives: top-dose activation of IL-2 secretion, usual class: activators | 330,000 tested, under 10 active | primary human leukocytes, anti-CD3, IL-2 HTRF, 48 h; note: % of control where 0% means no effect
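IL-2 produced over 48 hr by a-CD3 bead-stimulated primary human leukocytes exposed to compounds was detected with a homogeneous time-resolved FRET immunoassay, 665nm acceptor signal after 320nm excitation.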
TRPV1 ag: agonists of human vanilloid receptor 1 (TRPV1); Q8NER1; TRPV1-expressing cells, Fluo-8 calcium influx, agonist mode; activation, % at 8.33 µM; 320,000 tested, 0.19% active; AID 540275; in the data active = activation above about 80%; inconclusive = between about 30% and that limit; note: 0% is about no effect
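Cells expressing TRPV1 were dye-loaded with Fluo-8 and read kinetically: 10 s baseline, 3 min after compound (agonist portion), then 2 min after EC20 capsaicin (allosteric enhancer portion). Calcium-bound dye fluorescence at 480/520 nm.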
ELG1 DNA repair: inhibitors of ELG1-dependent DNA repair in HEK293T cells; Potency, µM (highest dose often 46.1 µM), for inactives: at the highest dose activity change, negative = inhibition, most hits filed as inhibitors; HEK293T ELG1-luciferase reporter, luminescence, 16 h; DNA damage induced by 5-fluorouridine; AID 504467; 330,000 tested, 2.3% active; note: potency is the fitted concentration of half-maximal effect; % is set by controls: 0 for no effect and ±100 for the full control effect; nearly all actives have a fitted effect of over 55% in size
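In this reporter screen, reduction of luminescence relative to DMSO vehicle indicated activity. Compounds and 5-fluorouridine were added together to 2,000 cells per well, incubated for 16 hr at 37 °C, then developed with ONE-Glo.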
KCNH2 3.1 block: blocks the human KCNH2 3.1 channel isoform; 340,000 tested, 0.95% active; U2OS KCNH2 3.1, thallium flux FluxOr; hits give low values; AID 720553; activity change, % (tested at about 1.8 µM);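 active = maximum activity change below -70%; inconclusive = maximum activity change from -70% to -50%; inactive = maximum activity change above -50%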;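 note: thallium influx rate constant from kinetic fluorescence after stimulation buffer; % is set by controls: 0 for no effect and ±100 for the full control effect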
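Thallium flux via FluxOr fluorescence (Red40 quencher, 45 min loading) in U2OS cells virally expressing the KCNH2 3.1 isoform (1.77 x 10^8 /mL virus, overnight at 37 C). Rate constants from 2-min kinetic reads post-stimulation, normalised to positive and negative controls.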
AT treatment: potential ataxia-telangiectasia treatments restoring KAP-1 phosphorylation | […] A-T fibroblasts, KAP-1 phosphorylation AlphaLISA; neocarzinostatin DNA damage 30 min before lysis | Potency, µM (highest dose often 57.5 µM), for the others: top-dose activation, most hits filed as activators | 320,000 tested, 0.19% active | AID 485349; note: potency is the fitted concentration of half-maximal effect; % of control where 0% means no effect; nearly all actives have a fitted effect of over 45% in size
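ATM-like activity read as KAP-1 phosphorylation via AlphaLISA donor/acceptor antibody pairs after lysis and 6 hr at 25C. Cells were ATM-null patient fibroblasts ([…], hTERT), dosed 60 min, then exposed to the DSB inducer NCS for 30 min.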
KCNH2 WT inh: blocks the wildtype human KCNH2 potassium channel. Q12809. activity change, % at 1.84 µM. U2OS, BacMam KCNH2, thallium flux FluxOr; hits give low values. 340,000 tested, 0.37% active;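 active = maximum activity change below -70%; inconclusive = maximum activity change between -70% and -50%; inactive = maximum activity change above -50%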; note: % is set by controls: 0 for no effect and ±100 for the full control effect
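U2OS cells transduced with wild-type KCNH2 virus are loaded with FluxOr dye for 45 min, and thallium flux is measured in kinetic reads before and after stimulation buffer. Rate constants are normalized to DMSO controls.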
Active calls of the source: *; ? = inconclusive; / = no result given; [ ] = another dose, or the depositor's remark. Unless noted, calls come from the whole dose curve; as a rule, active = well fitted curve in the direction sought with a large enough effect; inconclusive = small, poorly fitted or top-dose-only effect, or another doubt; inactive = no such curve, though single readings can be large; an effect the other way counts as inactive or inconclusive. An excerpt; count on the stated rates, not on these rows.

SMILES | USP2a inh | Eya2 phos inh | Mito fusion act | TSHR antag | TCR act | TRPV1 ag | ELG1 DNA repair | KCNH2 3.1 block | AT treatment | KCNH2 WT inh
Cc1cc2c(NCc3ccccc3)ncnc2s1 | 4% | -2% | -19% | -46 | 8% | 26 | -16% | 6 | -2% | -1
Cc1cccc(NC(=O)C(C)C(=O)c2ccccc2)c1 (stereo not drawn) | -1% | -17% | 4% | -3 | -2% | 25 | 1% | 27 | 26% | -8
Cc1[nH]n(C)c(=O)c1C(=O)c1c(-c2c(Cl)cccc2Cl)noc1C | -1% | -7% | 1% | ? | -3% | -4 | ? | 12 | -1% | -2
COC(=O)c1sc(NC(=O)c2cc(-c3ccccc3)nc3ccccc23)c(C#N)c1C | -4% | 8% | 4% | -48 | -1% | 2 | -2% | 6 | -1% | -8
COC(=O)CN(c1cccc(C(C)=O)c1)S(C)(=O)=O | 2% | 3% | 2% | -10 | 3% | 0 | 7% | 5 | 0% | 11
Cc1cc(C(=O)NNC(=O)CN2C(=O)NC3(CCCCC3)C2=O)c(C)o1 | 1% | -6% | -1% | 9 | 1% | -1 | 6% | 12 | -2% | 7
COc1ccc(OC)c(NC(=O)c2cc3n(n2)C(C(F)(F)F)CC(c2ccc4c(c2)OCO4)N3)c1 (stereo not drawn) | 0% | 5% | 0% | -12 | -6% | 8 | 5% | 10 | -8% | 11
CCCCOC(=O)C1=C(C)NC2=C(C(=O)CCC2)C1c1cc(OC)ccc1OC (stereo not drawn) | -1% | -23% | -3% | 5 | 1% | 1 | -3% | 9 | 0% | 15
O=C(NCC(=O)N1CCN(C(=O)c2ccco2)CC1)c1ccc(Cl)cc1 | -1% | -9% | 6% | 9 | -4% | -4 | 7% | 37 | -6% | 12
Cc1cc(C)cc(NC(=O)C(NCCN2CCOCC2)c2ccccc2)c1 (stereo not drawn) | -1% | 4% | -4% | 8 | -6% | -2 | -2% | 8 | 21% | -2
COC(=O)C1=C(N)OC2=C(C(=O)CC(C)(C)C2)C1c1cc2c(cc1Cl)OCO2 (stereo not drawn) | 1% | -16% | 2% | 8 | -22% | 9 | -5% | 11 | -13% | -3
O=C(NC(=O)N1CCCCCC1)c1ccc(Cl)cc1 | 1% | 1% | -3% | 2 | 2% | 3 | 12% | 2 | 4% | 25
CCc1nnc(NC(=O)CSc2nnc(CNc3cccc(C)c3)n2-c2ccccc2)s1 | -7% | 21% | -2% | -4 | 6% | / | -12% | 4 | 10% | 3
O=C(NC(=S)NNC(=O)c1cnccn1)c1ccc(F)cc1 | 3% | -1% | 0% | 2 | 1% | -1 | 5.2µM* | 1 | -4% | 1
CCn1c2ccccc2c2cc(/C(C)=N/O)ccc21 | 1% | -2% | 0% | 5 | 2% | 9 | 14% | / | 1% | 16
O=C(CSc1ccc(Cl)cc1)Nc1nnc(-c2ccco2)o1 | 0% | 19% | -2% | 8 | 4% | -1 | 11% | 6 | -13% | 3
Cc1csc2nc3ccccc3c(=O)n12 | 2% | -4% | -1% | -9 | 9% | 3 | ? | -7 | 9% | -5
Cc1cc(/C=C2/NC(=O)N(Cc3ccccc3F)C2=O)c(C)n1C(C)C | -1% | -2% | -2% | 3 | -3%[46.1 µM] | 28 | ? | -4 | -2% | -1
c1ccc2c3c([nH]c2c1)-c1[nH]ncc1CC3 | 4% | -7% | -11% | 0 | -2% | 1 | -17% | 1 | 12% | -7
O=C(O)CCCC(=O)N1CCN(c2cccc(Cl)c2)CC1 | 2% | 8% | -11% | -3 | 5% | -2 | -12% | 0 | 2% | -5
CC(C)CC(NC(=O)c1ccc(Cl)cc1Cl)C(=O)O (stereo not drawn) | 0% | -14% | -2% | -7 | 4% | -4 | 9% | 7 | 4% | -31
CC(C)(C)OC(=O)NCCCCCNC(=O)c1[nH]cnc1C(=O)Nc1ccccc1 | 4% | 8% | -38%[inhibitor] | -36 | -3% | 9 | ? | 0 | -1% | -14
COc1ccc(OC)c(S(=O)(=O)N2CCC(C(=O)Nc3ccccc3)CC2)c1 | -1% | 4% | 0% | 4 | 0% | -4 | -7% | -8 | 1% | 21
CNC(=O)Cn1c(C)cc(=O)c2cccc(OC)c21 | -1% | 0% | -1% | -3 | 5% | -1 | 20% | -2 | -1% | -8
CC(=O)c1ccc(NC(=S)NCc2cccnc2)cc1 | 9% | 2% | -3% | -1 | 2% | 0 | ? | 1 | 8% | 4
COc1ccc(CCNC(=O)Cn2nnc(C(=O)Nc3ccc(Br)cc3)c2N)cc1OC | 1% | -7% | -15% | -17 | -3% | 7 | ? | -7 | -1% | 1
Cc1ccccc1NC(=O)N1CCNC(=O)C1CC(=O)Nc1cc(Cl)ccc1Cl (stereo not drawn) | 1% | 5% | 1% | -2 | 14% | 2 | -1% | / | 0% | -9
CN(C)CCN1C(=O)C(=O)/C(=C(/O)c2ccc(F)cc2)C1c1ccccc1 (stereo not drawn) | 0% | 10% | -2% | 8 | 4% | 0 | -4% | 2 | 3% | 2
CNc1nc(C)cc(C)c1S(=O)(=O)c1ccc(Cl)cc1 | 2% | -12% | 1% | -1 | 5% | -3 | -1% | -4 | 15% | 7
COc1ccc(C2N=C(N)N=C(N)N2c2ccccc2)cc1OC (stereo not drawn) | 1% | -7% | -6% | 1 | -5% | 1 | 6% | 14 | 3% | 2

Results in TRPV1 ag and TCR act, for 2 of the compounds above:
structure | TRPV1 ag | TCR act
CC(=O)c1ccc(NC(=S)NCc2cccnc2)cc1 | 0 | 2%
COc1ccc(CCNC(=O)Cn2nnc(C(=O)Nc3ccc(Br)cc3)c2N)cc1OC | 7 | -3%

New compounds follow
SMILES | USP2a inh | Eya2 phos inh | Mito fusion act | TSHR antag | TCR act | TRPV1 ag | ELG1 DNA repair | KCNH2 3.1 block | AT treatment | KCNH2 WT inh
CC(=O)c1cccn1S(=O)(=O)c1ccccc1 | 3% | 0% | 5% | -2 | -2% | -3 | -12% | 17 | 7% | -3
Cc1nc2cc(-c3ccc(F)cc3)nn2c(N2CCOCC2)c1C | -3% | 4% | 3% | 0 | / | 2 | ? | / | 0% | /
COc1ccc(C(=O)Nc2nnc(C3=COCCO3)o2)cc1 | 1% | 0% | 5% | 36 | 4% | 5 | 4% | 1 | -54%[inhibitor] | 4
CC(O)CNC12CC3CC(CC(C3)C1)C2 (stereo not drawn) | 0% | -13% | 5% | 8 | 7% | -5 | 0% | -4 | -3% | -22
CCCCC(=O)Nc1ccc2c(c1)nc(CCNC(=O)c1ccco1)n2C | 1% | 0% | -1% | 3 | -2% | 2 | ? | -1 | -1% | -7
O=C(Cc1ccc(-n2c(=O)c3sccc3n(CC(=O)Nc3ccccc3F)c2=O)cc1)NCc1ccco1 | 3% | 15% | 2% | -2 | -2% | 0 | 1% | 8 | -6% | -6
CCc1ccccc1NC1Nc2cc(C)nn2S1 (stereo not drawn) | 0% | -12% | 5% | 0 | -4% | -2 | -20% | 17 | -2% | -7
CC1CCC2C(=O)N(c3ccc(S(=O)(=O)c4ccccc4)cc3)C(=O)C2C1 (stereo not drawn) | 1% | -8% | 3% | -17 | 18%[46.1 µM] | 1 | -21% | -13 | -1% | -14
COC(=O)c1ccccc1NS(=O)(=O)c1ccc(NC(C)=O)cc1 | -1% | 0% | 4% | -3 | -2% | -3 | -8% | 9 | -3% | -2
CC(C)(C)Nc1nc(NN)nc(NC(C)(C)C)n1 | 1% | 1% | -8% | -8 | 3% | -6 | 15% | -6 | 5% | -11
Cc1ccc(C)c(CSC2=NCCN2C(=O)c2cccs2)c1 | -1% | -16% | -3% | -10 | 1% | 27 | ? | -9 | 9% | -30
O=C(CNCc1ccco1)Nc1ccc(Oc2ccccc2)cc1 | -1% | 7% | -1% | 14 | 1% | ? | 0% | -22 | -2% | /
O=c1cc(-c2ccc(O)cc2)oc2c([C@@H]3O[C@H](CO)[C@@H](O)[C@H](O)[C@H]3O)c(O)c([C@@H]3O[C@H](CO)[C@@H](O)[C@H](O)[C@H]3O)c(O)c12 | -1% | 0% | 1% | 21 | -1% | 1 | 4% | 3 | -20% | 0
Cc1ccc(C(=O)NNc2cc(N3CCCC3)nc(N3CCCC3)n2)cc1 | -2% | ? | 0% | -6 | -12% | / | -4% | -30 | -8% | 27
O=C(N[C@@H](c1ccccc1)[C@@H]1C[C@H]1C(=O)O)OCc1ccccc1 | -1% | 4% | -5% | 9 | -1% | 3 | -3% | 15 | -25% | 8
COc1ccccc1NC(=O)N(Cc1ccco1)Cc1cc2cc(C)cc(C)c2[nH]c1=O | -7% | 13% | ? | 3 | -3% | 0 | 18µM* | -22 | -4% | 3
CCOc1cc(/C=C/c2ccc3cccc([N+](=O)[O-])c3n2)ccc1OCC(=O)N(C)C | 2% | -12% | 9% | -47 | 0% | 2 | 16µM* | 11 | -23% | -17
Cc1ccc(-c2nn(C)c(=O)c3ccccc23)cc1CNC(=O)Cn1nc(-c2ccccc2)c2ccccc2c1=O | -20% | 16% | 1% | -6 | / | -3 | -14% | / | -8% | /

Screening results as filed in PubChem BioAssay.
